# Screening data (PubChem BioAssay)
# PMI inhibitors = MPI enzyme activity inhibition – biochemical, fluorescence intensity, coupled assay, primary screen (AID 1209); 0.42% of 190,000 active; one-dose inhibition, % at 20 µM; IC50 in µM for titrated hits; purified PMI enzyme, coupled fluorescence intensity; higher % means a stronger effect;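 also: plate controls were DMSO vehicle for no effect and wells lacking substrate for full effect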
# CSM14.1 death rescue = protection against thapsigargin-triggered cell killing – 384-well, CSM14.1, ATP luminescence, primary screen (AID 1222) | CSM14.1 thapsigargin-induced death rescue, ATP luminescence; higher % means a stronger effect | 190,000 tested, under 10 active | cellular ATP content (survival), % at 20 µM, or EC50 in µM where a hit was titrated;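 active = EC50 below 50 µM in the dose-response confirmation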;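 also: death triggered by thapsigargin at about 15 µM added after 2 h compound pretreatment; cell ATP read after overnight thapsigargin exposure of roughly 18 to 22 hours; normalized against plate controls of thapsigargin alone and 5% DMSO vehicle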
# LYP phosphatase = PTPN22 lymphoid phosphatase activity blockers – biochemical, fluorescence intensity, uHTS (AID 1779). inhibition, % at 11.5 µM, or IC50 in µM where a hit was titrated. recombinant LYP phosphatase, fluorescence intensity; higher % means a stronger effect. 0.054% of 290,000 active;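 also: plate controls were vehicle with enzyme for no effect and no enzyme for full effect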
# TNAP activators = human TNAP enzyme activators, primary screen, biochemical, luminescent, no phosphate acceptor, uHTS (AID 1001) | purified TNAP, luminescent activation assay, no phosphate acceptor; higher activation fold means a stronger effect | 0.03% of 200,000 active | one-dose activation fold at 20 µM; EC50 in µM for titrated hits; in the data active = activation fold from about 3, or a potency from the dose series; inactive = the rest, 99 in 100 with activation fold below about 1.6; also: many of its hits are not listed in these tables
# Myeloid diff MLP = compounds promoting myeloid differentiation; ER-HoxA9 myeloid progenitors, lysozyme-GFP differentiation, flow cytometry; calls only at 10 µM; 1% of 360,000 active; AID 624256;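 active = normalized GFP-positive differentiation at or above the plate's own cutoff, the solvent-only control mean plus 3 SD; inconclusive = no clear call, values can overlap the other calls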;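 also: cells exposed to compound for four days before flow analysis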
# PMI inhibition = human PMI inhibitors, high substrate, primary screen, biochemical, fluorescence intensity, high mannose 6-phosphate (AID 1220). inhibition, % at 20 µM; hits with a dose series show IC50 in µM. recombinant PMI enzyme, coupled fluorescence intensity; higher % means a stronger effect. 0.66% of 190,000 active
# P. falciparum M17LAP = P. falciparum M17LAP inhibitors, primary screen, biochemical, fluorogenic H-Leu-NHMec substrate, 1536-well (AID 1619); 0.38% of 220,000 active; one-dose inhibition, % at 30 µM; IC50 in µM for titrated hits; recombinant M17LAP, H-Leu-NHMec fluorogenic kinetic assay; higher % means a stronger effect;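 active = compound inhibiting the enzyme by more than half at any dose during confirmatory dose-response retesting; inconclusive = strong single-dose inhibitors picked by rank but not retested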;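 also: plate controls were full reaction with DMSO carrier for no effect and no enzyme background for full effect; strong numbers were not always called active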
# XIAP displacement = small molecules displacing peptide from XIAP – biochemical, IAP family, fluorescence polarization (AID 1018); 0.007% of 200,000 active; one-dose displacement, % at 20 µM; IC50 in µM for titrated hits; XIAP BIR domain, fluorescence polarization peptide displacement; higher % means a stronger effect; in the data active = displacement above about 50%; also: a part of the inactive calls stands beside numbers as strong as those of hits
# P. falciparum M1AAP = P. falciparum M1AAP inhibitors, biochemical, fluorogenic H-Leu-NHMec substrate, 1536-well (AID 1445) | recombinant M1AAP, H-Leu-NHMec fluorogenic kinetic assay; higher % means a stronger effect | 0.42% of 220,000 active | one-dose inhibition, % at 30 µM; IC50 in µM for titrated hits;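 active = primary inhibition above the hit cutoff, then over 50% inhibition at one or more dose response concentrations, cut at about 23% in these data, passing the limit was not always enough; inconclusive = conflicting primary data, or primary hits not chosen for dose response; inactive = low primary inhibition, or under 50% at every dose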;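 also: plate controls were DMSO full reaction for no effect and no enzyme background for full effect; strong numbers were not always called active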
# Myeloid diff MLP GFP+ MAC1+ % = further read-out of Myeloid diff MLP, marked with its call; GFP+ MAC1+ double positive, %; measured here: differentiation confirmed by MAC1 staining
# * marks the source's active call; other numbers are inactive results; i = inactive; u = inconclusive; x = not tested or not shown; + = active, no number. Rule as the data show it, unless noted: active = inhibition above about 50%; inactive = the rest. Compounds as they come. Share with any hit: about 2.7%.
SMILES,PMI inhibitors,CSM14.1 death rescue,LYP phosphatase,TNAP activators,Myeloid diff MLP,Myeloid diff MLP GFP+ MAC1+ %,PMI inhibition,P. falciparum M17LAP,XIAP displacement,P. falciparum M1AAP
O=c1c2ccccc2oc2nc3n(c(=O)c12)CCCS3,9%,-1.3%,1%,1.1,i,7.5,1%,48%,-13%,13%
Cc1nn(Cc2ccccc2Cl)c(C)c1NC(=O)c1nc2ncccn2n1,-10%,-1.9%,-5%,1,i,1.1,-9%,8%,-2.9%,6%
COc1ccccc1NC(=O)C1=C(C)NC(=O)NC1c1ccco1 (stereo not drawn),x,x,-3%,x,i,0.3,x,3%,x,-1%
Cc1ccc(SCC(=O)NCC2CCCO2)cc1 (stereo not drawn),-2%,-0.6%,-3%,1,i,0.3,0%,0%,-5.0%,3%
O=C(c1cn(-c2ccccc2)nc1-c1ccccc1)N1CCN(c2ccccn2)CC1,0%,-2.1%,-3%,1.1,i,0.4,0%,6%,-9.4%,2%
COc1ccc(OC)c(S(=O)(=O)N2CCC(C(=O)N3CCOCC3)CC2)c1,14%,1.3%,-8%,1.1,i,0.1,13%,-5%,-5.7%,-4%
Cn1c(C(=O)NCCCN2CCCC2=O)cc2c(=O)n(C)c3ccccc3c21,12%,-2.1%,-6%,1.2,i,3.9,11%,7%,-1.4%,1%
O=[N+]([O-])c1ccccc1-c1cc(-c2cc(Cl)ccc2O)n[nH]1,2%,-3.3%,4%,2.1,i,0.4,-6%,0%,-1.0%,-3%
O=C(Nc1nc2ccc(S(=O)(=O)N3CCCCC3)cc2s1)c1ccncc1,11%,x,2%,1,i,0.2,4%,7%,-33%,3%
CC(C)(C)c1[nH]nc2c1C(c1ccoc1)C(C#N)=C(N)O2 (stereo not drawn),15%,-3.0%,-9%,1,i,0.8,5%,17%,-7.4%,6%
N#CC1=C2SCN(Cc3ccccc3)CN2C(=O)CC1c1ccc2c(c1)OCO2 (stereo not drawn),16µM*,-2.7%,4%,1,i,1.0,47%,5%,-4.8%,2%
O=C(Nc1ccccc1)c1ccc(=O)n(Cc2cccc(Cl)c2)c1,2%,-1.4%,-3%,1,i,0.2,-2%,5%,1.2%,1%
Cc1cc(NC(=O)CSC2=Nc3ccccc3C3=NC(Cc4ccccc4)C(=O)N23)n[nH]1 (stereo not drawn),7%,-2.2%,4%,1,i,0.5,-1%,28%,-5.3%,10%
COc1ccc(NC(=O)C(C)N(c2ccc(C)cc2)S(C)(=O)=O)c(OC)c1 (stereo not drawn),3%,-0.3%,3%,1.2,i,0.5,4%,-9%,-3.3%,2%
CCOc1ccccc1NC(=O)Cn1nnc(-c2ccc(OCC)c(OCC)c2)n1,3%,2.1%,-4%,1.1,i,2.5,-1%,4%,-4.6%,-1%
CC(C)Nc1nnc(SCC(=O)Nc2ccc(F)cc2)s1,-2%,2.9%,-5%,1.1,i,7.6,9%,20%,-20%,23%
CCSc1nc2ccccc2c(=O)n1-c1c(C)n(C)n(-c2ccccc2)c1=O,12%,0.0%,-4%,1.1,i,0.7,8%,-5%,-11%,2%
NS(=O)(=O)c1ccc(NC(=O)COC(=O)CSc2n[nH]c(-c3ccccc3)n2)cc1,4%,1.9%,-7%,0.8,i,1.9,7%,17%,-5.7%,6%
CN(CCCNC(=O)CSc1cc(=O)n(C)c2ccc(Cl)cc12)Cc1ccccc1,7%,-1.8%,-3%,1,i,0.5,13%,12%,-3.5%,6%
COc1cc(/C=N/NC(=O)c2cccc(NC(=O)c3ccccc3Cl)c2)ccc1O,10%,-9.3%,4%,1.1,i,0.2,3%,2%,-6.7%,22%
Cc1cccc(OC(=O)c2ccc3nccnc3c2)c1,-4%,-1.7%,-4%,1,i,1.1,-6%,2%,-2.0%,3%
NCCCC[C@@H]1NC(=O)[C@H](CCC(=O)O)NC(=O)c2cc([N+](=O)[O-])cc(I)c2NCC[C@@H](C(N)=O)NC1=O,-33%,-3.4%,-3%,1,i,1.7,-20%,25%,-11%,15%
Clc1ccc(SCCCCn2ccnc2)cc1,16%,x,1%,1,i,0.5,5%,0%,1.7%,-3%
Cc1nc2ccccc2c2oc(C(=O)N3CCN(C(=O)c4ccco4)CC3)cc12,11%,x,-4%,1,i,3.2,0%,24%,-5.6%,25%*
Cc1nn2c(-c3ccccc3)c(-c3ccccc3)nc2[nH]c1=O,13%,1.3%,-6%,1.2,i,1.0,12%,1%,-1.4%,4%

# Remaining list, next part.
SMILES,PMI inhibitors,CSM14.1 death rescue,LYP phosphatase,TNAP activators,Myeloid diff MLP,Myeloid diff MLP GFP+ MAC1+ %,PMI inhibition,P. falciparum M17LAP,XIAP displacement,P. falciparum M1AAP
c1ccc(CN2CCC3(CC2)Nc2ccccc2S3)cc1,x,x,-4%,x,i,0.4,x,-4%,x,7%
COc1ccc(Cc2nnc(NC(=O)CSc3ccccc3)s2)cc1OC,1%,-3.7%,-7%,0.8,i,0.4,3%,-8%,-4.0%,3%
Cc1csc(Nc2ccc(Cl)cc2)n1,-10%,-1.1%,2%,1.1,i,0.2,-15%,6%,-6.7%,5%
CN1CCN(C(=O)C2=C[C@H](C3CCCCC3)C[C@H](OCc3ccc(CO)cc3)O2)CC1,10%,2.4%,-8%,1,i,3.9,13%,2%,-2.7%,0%
CCCSc1nnc(CSc2nc3nc(C)cc(C)n3n2)o1,7%,-1.2%,-1%,1,i,3.3,15%,-4%,-0.1%,7%
O=C(O)c1ccccc1-c1ccccc1C(=O)Nc1cccc(Br)c1,x,x,-4%,x,i,0.1,x,-4%,x,5%
O=c1cc(CSCc2ccc(Cl)cc2)[nH]c(=O)[nH]1,x,x,-5%,x,i,0.5,x,-8%,x,-9%
CCCOc1cccc(NC(=O)OC2CCN(C)CC2)c1,0%,1.2%,-19%,1.1,i,0.5,4%,10%,77%,-2%
O=C(N/N=C/c1cnc2ccccc2n1)c1cccc(F)c1,8%,5.4%,1%,1.4,i,0.9,12%,8%,-0.8%,1%
CCOC(=O)NC(=O)/C(C=Nc1ccc(Cl)cc1)=C(\C)O,-1%,-1.4%,5%,1.1,i,0.5,-8%,1%,-1.6%,10%
Cc1cc(C(=O)COC(=O)C2=NNC(=O)CC2)c(C)n1-c1ccccc1,8%,-4.3%,-2%,1.1,i,0.8,0%,7%,-5.9%,-1%
C#CC1(NC(=O)NC(C)C)CCCCC1,-8%,0.3%,-8%,1.2,i,0.2,-11%,11%,-4.8%,3%
CC(C)COCC1CC2(CC(C)C(=O)CC2=O)C(=O)O1 (stereo not drawn),1%,2.0%,-8%,1.1,i,0.8,6%,11%,-4.2%,-9%
CCOC(=O)/C=C/C(=O)Nc1ccccc1-c1ccccc1NC(=O)/C=C/C(=O)OCC,-4%,1.6%,2%,1.1,u,x,-6%,8%,-2.2%,0%
O=C(CSCc1nc2ccccc2[nH]1)N1CCN(c2ccc(F)cc2)CC1,-7%,-0.4%,-3%,1.1,i,2.5,22%,8%,-0.5%,-2%
Cn1c(SCC(=O)Nc2cccc(O)c2)nnc1-c1ccc(S(=O)(=O)N2CCOCC2)cc1,2%,-1.0%,-6%,1,i,1.8,2%,-2%,1.5%,14%
O=C(/C=C/c1ccccc1)NNC(=O)C1CC1,6%,-0.5%,-6%,1.1,i,0.8,1%,-1%,-2.9%,-3%
Oc1ccc(/C=N\Nc2nncc(-c3ccccc3)n2)cc1,x,x,-2%,x,i,1.2,x,1%,x,2%
O=C(Oc1ccccc1)Oc1ccc2c(c1)oc(=O)c1ccccc12,11%,-2.4%,2%,1.1,i,0.5,10%,6%,-0.6%,9%
COc1ccc(-n2c(=O)c3c4c(sc3n(CC(=O)NCc3ccco3)c2=O)CCC4)c(OC)c1,-16%,0.3%,-7%,1.1,i,2.8,-21%,9%,-4.5%,9%
COc1cc(/C=N/NC(=O)c2cc(-c3cccs3)nc3ccccc23)ccc1O,x,x,9%,x,i,1.1,x,0%,x,12%
CN1C(C(=O)NCc2ccccc2)CC2Cn3c(nc4ccccc43)C21 (stereo not drawn),x,x,-9%,x,i,0.8,x,7%,x,4%
Cc1ccccc1NC(=O)c1c2c(nc3ccccc13)CCC2,-11%,0.0%,2%,1.1,i,0.1,-5%,2%,-15%,1%
COc1ccc(C2(O)CC3CCC(C2)N3c2nc(C)cc(C)c2C#N)cc1 (stereo not drawn),24%,-0.6%,-3%,1.1,i,0.6,25%,-6%,-5.1%,1%
O=C(OCC(F)(F)F)c1cccc(COc2ccc3ccccc3c2)c1,9%,-1.7%,-4%,1.1,i,0.8,12%,-11%,-2.3%,-6%

# 3 compounds picked at random from those above:
SMILES,PMI inhibitors,CSM14.1 death rescue,LYP phosphatase,TNAP activators,Myeloid diff MLP,Myeloid diff MLP GFP+ MAC1+ %,PMI inhibition,P. falciparum M17LAP,XIAP displacement,P. falciparum M1AAP
Oc1ccc(/C=N\Nc2nncc(-c3ccccc3)n2)cc1,x,x,-2%,x,i,1.2,x,1%,x,2%
c1ccc(CN2CCC3(CC2)Nc2ccccc2S3)cc1,x,x,-4%,x,i,0.4,x,-4%,x,7%
O=C(/C=C/c1ccccc1)NNC(=O)C1CC1,6%,-0.5%,-6%,1.1,i,0.8,1%,-1%,-2.9%,-3%

# (more compounds)
SMILES,PMI inhibitors,CSM14.1 death rescue,LYP phosphatase,TNAP activators,Myeloid diff MLP,Myeloid diff MLP GFP+ MAC1+ %,PMI inhibition,P. falciparum M17LAP,XIAP displacement,P. falciparum M1AAP
Cc1nc(CNS(=O)(=O)c2ccc(Oc3ccccc3)cc2)cs1,8%,x,2%,1.1,i,3.9,9%,-9%,2.0%,5%
O=C(Nc1ccc(Cl)cn1)c1ccc([N+](=O)[O-])o1,-3%,-3.0%,-6%,1,+,2.0*,6%,25%,-2.3%,2%
O=C(O)C1CCCCC1C(=O)Nc1ccccn1 (stereo not drawn),1%,0.4%,-14%,1.1,i,1.3,-6%,19%,-9.0%,-2%
COc1ccc(N(C)S(=O)(=O)c2cccc(C(=O)NC3CCCC3)c2)cc1,3%,-0.7%,-9%,1.1,i,0.2,8%,7%,0.6%,8%
Cc1csc(-c2cnn(-c3ccccc3)c2NC(=O)c2ccccc2)n1,-3%,-0.3%,-2%,1.1,i,1.3,-5%,-3%,-0.8%,11%
CC(=O)c1c(N2CCN(Cc3ccccc3)CC2)nc(=S)n(-c2ccccc2)c1C,-61%,-1.4%,-2%,1.1,i,0.3,-110%,6%,-3.9%,-4%
Cc1ccc(C)c(NC(=O)CN(C)C(=O)c2cc3ccccc3o2)c1,-10%,-1.8%,1%,1,i,0.2,0%,5%,-8.9%,7%
COc1ccc(NC(=O)C2CCCN2S(=O)(=O)c2ccc(F)cc2)cc1 (stereo not drawn),2%,-0.6%,-4%,1,i,1.4,7%,-4%,-7.5%,9%
Fc1ccc(Cn2nnnc2CN2CCc3ccccc3C2)cc1,2%,-1.6%,-10%,1.1,i,0.6,-11%,5%,-6.1%,0%
O=C1N=C(N2CCN(c3ccccc3)CC2)S/C1=C/c1cccs1,4%,3.0%,0%,1,i,0.3,7%,-5%,-2.0%,17%
